# From PubChem BioAssay
# HepG2 viability: counter-screen for TGF-b inhibitors: cytotoxicity in HepG2 cells; HepG2 CAGA-GFP viability, ATP luminescence, 18 h; Potency, µM (top dose mostly 46.1 µM), for inactives: top-dose activity change, negative = cytotoxicity, usual class: cytotoxic; 410,000 compounds, 0.76% hits; note: potency is the fitted concentration of half-maximal effect; some results filed as inactive show a strong effect at the top dose
#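 HepG2 CAGA-GFP cells (1000/well, DMEM with 1% FBS) received compound, then TGF-beta at 500 pg/mL final, and were incubated 18 hours at 37 degrees C. Viability was read by CellTiter-Glo luminescence. Media-only wells were set as complete cell-killing and DMSO as no toxicity.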
# CCT modulator: changes cytosolic chaperonin activity; activity change, % (no concentration beside the values), hits read low; 360,000 compounds, 0.3% hits; AID 651819; purified chaperonin ATPase assay, HTRF ADP detection, 30 min; in the data active = activity change below about -30%; note: % is set by controls: 0 for no effect and ±100 for the full control effect
#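 TRiC at 40 or 20 nM final (batch-dependent) in 30 mM Tris pH 7.4, 100 mM KCl, 5 mM MgCl2, 1 mM DTT, with compound at single 76 uM and 10 uM ATP, 30 min at 37 deg C. ADP detected by HTRF Transcreener, 665/615 ratio.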
# Abeta yeast res: restores growth of yeast expressing A-beta42 peptide; yeast expressing A-beta42, growth rescue, OD600, 48 h; response scale: 0% DMSO, 100% iron-clioquinol control; Potency, µM (titrated, usually from 46.1 µM), inactives show at the highest dose growth rescue, hits mostly activators; 410,000 compounds, 0.063% hits; AID 1347071; note: potency is the fitted concentration of half-maximal effect; nearly all actives have a fitted effect of over 55% in size
#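 Yeast growth medium received pinned compounds, then yeast cells expressing toxic A-beta were added; plates incubated at 30 C for 48 hr. Growth read as absorbance at 600 nm, normalized to DMSO and equimolar FeCl3 plus clioquinol controls.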
# A549 tox: kills or reduces viability of A549 cells in Nrf2 counter-screen; AID 504648; A549 ARE-Fluc cells, CellTiter-Fluor viability, 18-24 h; Potency, µM (titrated, usually from 46 µM), without a hit: top-dose activity change, negative = cytotoxicity, usual class: inhibitors; 390,000 compounds, 0.16% hits; note: potency is the fitted concentration of half-maximal effect; % is set by controls: 0 for no effect and ±100 for the full control effect
#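 Cytotoxicity counterscreen: CellTiter-Fluor fluorescence was measured in A549 ARE_Fluc cells after 18-24 h of compound exposure in a concentration series. The subsequent BugLite luminescent read reports ARE-luciferase activity.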
# pAkt inh: Akt phosphorylation inhibition; Neuro2A IGF-stimulated pAkt S473 HTRF, 20 min; stronger effect = lower value; activity change, % for hits at 50 µM; 360,000 compounds, 0.32% hits; AID 651550; in the data active = activity change below about -80%; inconclusive = mostly about -51% to -80%; note: % is set by controls: 0 for no effect and ±100 for the full control effect
#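 Neuro2A cells (4,500/well, DMEM with 0.5% FBS) were treated with compound at a single 50 µM final concentration, stimulated with 6 nM IGF for 20 min at 37 °C, and lysed. Phospho-Akt Ser473 was read by HTRF as 665/615 ratio ×10^4.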
# Nrf2 ARE act: activators of Nrf2 (ARE) signaling; Potency, µM (highest dose often 46.1 µM), without a hit: at the top dose activation, most hits filed as activators; AREc32 ARE-luciferase reporter (MCF7-derived line), luminescence, 24 h; 410,000 compounds, 0.31% hits; note: potency is the fitted concentration of half-maximal effect; % of control where 0% means no effect; nearly all actives have a fitted effect of over 65% in size
#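 AREc32 cells carrying an ARE-driven firefly luciferase reporter were seeded at 1000 cells/well in OPTI-MEM with 5% FBS, then exposed to compound for 24 hr at 37 deg C. Luminescence was read with Steady-Glo after 30 min at RT.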
# Nrf2 block: Nrf2 pathway inhibition; A549 ARE-Fluc reporter, luciferase luminescence, 18-24 h; Potency, µM (highest dose often 46 µM), for the others: at the top dose activity change, negative = inhibition, actives largely listed as inhibitors; 360,000 compounds, 2.1% hits; AID 504444; note: potency is the fitted concentration of half-maximal effect; % is set by controls: 0 for no effect and ±100 for the full control effect; nearly all actives have a fitted effect of over 60% in size
#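 A549 ARE_Fluc cells (5000/well, 5% FBS OPTI-MEM) pre-incubated 2 h, then treated with compounds 18-24 h at 37C/5% CO2 in concentration-response. CellTiter-Fluor viability read first; BugLite luciferase luminescence after 15 min at room temperature gives Nrf2 activity.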
# TGFb SMAD3 inh: inhibitors of TGF-b signaling | AID 588855 | 410,000 compounds, 1.2% hits | HepG2 CAGA-GFP TGF-b/SMAD3 reporter, GFP fluorescence, 18 h; TGF-beta stimulated, 500 pg/mL final | Potency, µM (highest dose often 46.1 µM), for the others: at the highest dose activity, negative = inhibition, most hits filed as inhibitors; note: potency is the fitted concentration of half-maximal effect; % is set by controls: 0 for no effect and ±100 for the full control effect; nearly all actives have a fitted effect of over 65% in size
#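 Inhibition of TGF-beta-driven CAGA-GFP reporter expression in HEPG2 cells is measured by cellular GFP fluorescence after 18 h stimulation with 500 pg/mL recombinant TGF-beta in 1% FBS medium at 37 degrees C.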
# Mm-Cpn inhibitor: blocks the Methanococcus maripaludis chaperonin Mm-Cpn; 330,000 compounds, 0.031% hits; purified Mm-Cpn ATPase, ADP Transcreener TR-FRET; Potency, µM (top dose mostly 76.9 µM), without a hit: at the top dose activity, negative = inhibition, usual class: inhibitors; note: potency is the fitted concentration of half-maximal effect; % is set by controls: 0 for no effect and ±100 for the full control effect; nearly all actives have a fitted effect of over 80% in size
#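 ATP (10 uM final) was added to archaeal chaperonin (25 nM final) after 10 min exposure to test compound at 37°C; after 30 min further incubation, ADP was detected by competitive TR-FRET.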
# Starred values were filed as active, the others as inactive; i = inactive; ? = inconclusive; nt = no result given; & = joins results of further samples; [ ] = remark or other dose. Unless noted, calls come from the whole dose curve; as a rule, active = well fitted curve in the direction sought with a large enough effect; inconclusive = small, poorly fitted or top-dose-only effect, or another doubt; inactive = no such curve, though single readings can be large; an effect the other way counts as inactive or inconclusive.
Structure	HepG2 viability	CCT modulator	Abeta yeast res	A549 tox	pAkt inh	Nrf2 ARE act	Nrf2 block	TGFb SMAD3 inh	Mm-Cpn inhibitor
O=C(c1cc([N+](=O)[O-])ccc1Cl)N1CCN(c2ccccn2)CC1	-1%	-3.5	-6%	1%	i	3.9%	0%	-12%	2%
O=C(CS(=O)(=O)c1cn(Cc2ccc(Cl)cc2)c2ccccc12)N1CCCCC1	-1%	-2.0	-4%	3%	i	-0.4%	-4%	-11%	1%
C[C@H](CO)N1C[C@H](C)[C@@H](CN(C)C(=O)Nc2ccc3c(c2)OCO3)Oc2c(NC(=O)c3ccncc3)cccc2C1=O	1%	0.4	-14%	0%	i	-0.7%	12%	-21%	2%
CSc1ccc(Cl)c(C(=O)Nc2cc(S(=O)(=O)N3CCOCC3)ccc2N2CCOCC2)c1	-1%	-3.6	10%	-1%	i	0.3%	-9%	3%	-18%
Cc1[nH]n(-c2ccccc2)c(=O)c1N=Nc1ccccc1C(=O)N1CCOCC1	2%	-8.7	-14%	?	i	0.3%	-18%	8%	3%
COCC(=O)Nc1ccc(N2CCOCC2)c(S(=O)(=O)Nc2ccccc2OC)c1	-11%	0.7	1%	23%	i	-0.1%	?	-17%	-1%
O=C(NN=C1CCCC1)c1n[nH]c2c1CCCC2	0%	0.0	-5%	-9%	i	-0.7%	1%	-20%	1%
Cc1ccc(NC(=O)C(c2ccccc2)N2CCN(CC(=O)N3CCOCC3)CC2)cc1Cl (stereo not given)	-22%	0.0	-4%	-19%	i	0.6%	-21%	-19%	-2%
COc1ccc(N(CC(=O)Nc2cccc(N(C)S(C)(=O)=O)c2)S(C)(=O)=O)cc1OC	-16%	-0.8	15%	-3%	i	0.2%	-7%	4%	1%
COC(=O)c1ccc(C(=O)OC)nc1	7%	1.3	3%	-7%	i	-0.3%	5%	1%	-1%
Cc1ccc(NC(=O)CCc2ccc(S(=O)(=O)NC3CCCCC3)cc2)cc1	1%	-6.6	2%	-3%	i	2.9%	nt	-2%	0%
CC1(C)O[C@@H]2[C@H](O1)[C@@H](CO)O[C@H]2n1cnc2c(N)ncnc21	5%	-0.3	-1%	-2%	i	-1.3%	12%	-3%	2%
CC(C)Oc1ccc(Cc2n[nH]c(=S)n2Cc2ccccc2)cc1Cl	-27%	-4.0	?	2%	i	-0.1%	0%	?	4%
COc1cccc(N2CC(NC(=O)CCCc3ccccc3)CC2=O)c1 (stereo not given)	4%	nt	2%	7%	nt	-0.9%	nt	3%	nt
CC(NC(=O)CCC(=O)N1CCN(S(=O)(=O)c2ccc(Cl)cc2)CC1)c1ccccc1 (stereo not given)	-18%	-5.1	-4%	5%	i	1.5%	?	-14%	-2%
C=CCNC(=S)NC(=O)c1ccc(C)c(Br)c1	-14%	-3.7	10µM*	8%	i	5.3%	?	-27%	-2%
CCc1ccccc1N(C1=NCCCS1)S(=O)(=O)c1ccc(C(C)(C)C)cc1	-9%	-4.4	-2%	3%	i	0.6%	?	-7%	1%
O=C(C1CCC(=O)N(C2CC2)C1)N1CCC(Oc2ccccc2F)CC1 (stereo not given)	-15%	-4.5	-6%	2%	i	-0.1%	1%	-5%	-8%
O=C(Cn1cnc2ccccc21)OCC(=O)N1CCCc2ccccc21	1%	-2.2	8%	-6%	i	0.2%	17%	1%	0%
CCc1ccc(NC(=O)NCc2ccc3c(c2)OCO3)cc1	-20%	-2.8	14%	1%	i	0.2%	-5%	-22%	-3%

# The list goes on; the last two above are carried over.
Structure	HepG2 viability	CCT modulator	Abeta yeast res	A549 tox	pAkt inh	Nrf2 ARE act	Nrf2 block	TGFb SMAD3 inh	Mm-Cpn inhibitor
O=C(Cn1cnc2ccccc21)OCC(=O)N1CCCc2ccccc21	1%	-2.2	8%	-6%	i	0.2%	17%	1%	0%
CCc1ccc(NC(=O)NCc2ccc3c(c2)OCO3)cc1	-20%	-2.8	14%	1%	i	0.2%	-5%	-22%	-3%
Cc1cc(C)cc(C(=O)NCC(=O)OCC(=O)N(C)C2CCS(=O)(=O)C2)c1 (stereo not given)	-3%	1.1	5%	1%	i	-0.4%	-17%	7%	2%
Cc1cccc(-c2noc(CN(C(=O)COc3ccc(Br)cc3C)C(C)C)n2)c1	-28%	nt	5%	-12%	nt	4.5%	-5%	?	nt
O=C(N/N=C/c1cn(Cc2ccccc2)c2ccccc12)c1cc(O)cc(O)c1	-17%	-3.0	-8%	5%	i	4.3%	2%	1%	-15%
CCOC(=O)N1CCN(C(=O)C(C)c2ccc([N+](=O)[O-])cc2)CC1 (stereo not given)	0%	-0.6	-9%	1%	i	0.3%	1%	-3%	1%
COc1cccc(NC(=O)CSc2nnc3cc(C)nc(N)n23)c1	-2%	-2.5	-4%	1%	i	0.4%	7%	-3%	0%
C#CCOCCOCCOCCNc1nc(N2CCN(C(=O)[C@H](CCC(=O)O)n3cc([C@@H](N)CCCCN)nn3)CC2)nc(N2CCN(C(=O)[C@H](CCCCN)n3cc([C@@H](N)CC(N)=O)nn3)CC2)n1	-1%	-4.0	0%	-6%	i	-0.7%	2%	-17%	0%
COC(=O)c1ccccc1NC(=O)COc1ccc(S(=O)(=O)N2CCCC2)cc1C	9%	0.8	5%	11%	i	-0.5%	?	1%	2%
Cn1nc(SCC(=O)O)sc1=S	8%	-1.0	12%	-11%	i	-0.1%	-29%	-7%	-1%
Cc1ccc(Oc2nc3ccccn3c(=O)c2/C=C(\C#N)C(=O)NC2CCS(=O)(=O)C2)c(C)c1 (stereo not given)	-9%	0.5	6%	-4%	i	-0.4%	8%	8%	1%
O=C(NNS(=O)(=O)c1ccc(Cl)cc1Cl)c1cc2ncc(C(F)(F)F)cc2s1	-3%	-2.7	0%	-2%	i	-0.3%	9%	-16%	-1%
COc1cccc(Nc2ncccc2C(=O)NCc2ccccc2)c1	-11%	-1.7	-17%	1%	i	0.3%	8%	8%	-9%
Oc1cccc(Nc2nc(-c3ccccc3)nc3ccccc23)c1	-21%&-91%	-5.1	1%&-7%	0%&0%	i	-0.1%&-2.1%	-4%&10%	?	0%
CCC(=O)N1CCc2cc(S(=O)(=O)NCCC(=O)NCc3ccccc3OC)ccc21	-5%	-0.5	-6%	13%	i	0.3%	-13%	1%	-1%
C=CCN(CC=C)C(=O)CN1C(=O)NC(Cc2c[nH]c3ccccc23)C1=O (stereo not given)	14%	-0.8	-7%	-4%	i	-0.1%	3%	8%	-4%
Cc1c(/C=C(\C#N)C(=O)Nc2cccc(Cl)c2)c2ccccc2n1Cc1ccccc1Cl	2%	nt	-20%	0%	nt	-0.5%	?	3%	nt
CC(C)CNC(=O)c1cccc2c(-c3cccc(C(N)=O)c3)coc12	-27%	1.2	-11%	nt	i	8.2%	nt	-5%	nt
CCOc1ccccc1OCCOCCOc1ccccc1[N+](=O)[O-]	0%	0.5	9%	?	i	3.9%	-15%	-2%	1%
CCn1c(CN2CCN(C(c3ccccc3)c3ccccc3)CC2)nc2c1c(=O)n(C)c(=O)n2C	-14%	-1.0	-38%[inhibitor]	-2%	i	0.2%	?	-3%	-1%
COc1cc(CNC2CCCC2)cc(Cl)c1OCc1ccccc1F	11µM*	-0.1	13%	-7%	i	2.9%	9%	?	?
COc1ccc(C(=O)NCC(=O)OCC(=O)Nc2cccc(S(=O)(=O)N3CCCC3)c2)cc1	-33%	-2.8	1%	0%	i	0.0%	2%	-1%	2%
CCCCn1c(=N)n(CC(=O)C(C)(C)C)c2ccccc21	-21%	-0.7	-16%	0%	i	0.0%	-3%	-18%	0%
COc1ccc(S(=O)(=O)N2CCN(c3ccc(F)cc3)CC2)cc1-c1noc(C)n1	0%	nt	-7%	1%	nt	0.1%	27%	-9%	nt
Clc1ccc(-c2noc3c2-c2nc(Cc4cccc5ccccc45)sc2CC3)cc1	-3%	-1.0	-19%	13%	i	0.7%	17%	14%	-3%
CN1CCN(C(=O)c2cc(S(=O)(=O)Nc3ccccc3F)c(Cl)cc2Cl)CC1	-4%	-0.8	-16%	1%	i	1.7%	2%	-5%	6%
COc1ccc(/C=C/C(=O)Nc2ccccc2C(F)(F)F)cc1	1%	1.1	12%	8%	i	-0.1%[9.22 µM]	25%	1%	0%
Cn1c(SCC(=O)NCC2CCCO2)ncc(C(=O)Nc2ccc(F)cc2)c1=O (stereo not given)	-12%	-0.1	19%	-2%	i	1.7%	8%	-21%	1%
COc1ccc(/C=C2/SC(=O)N(CCNC(=O)C3CC(=O)N(Cc4ccccc4)C3)C2=O)cc1 (stereo not given)	-18%	0.1	-6%	nt	i	5.8%	nt	-21%	nt
Cc1ccc2cc(C#N)c(SCC(=O)N3CCCc4ccccc43)nc2c1	-4%	-0.2	?	2%	i	3.5%	-5%	-5%	0%
O=C(c1cc(COc2ccc(F)cc2Cl)on1)N(CCO)Cc1cccs1	-12%	-3.7	3%	-16%	i	2.7%	-29%	-11%	-1%
CCOc1ccc(NC(=O)CN2C(=O)COc3ccc(S(=O)(=O)N4CCCC4)cc32)cc1	7%	0.2	1%	0%	i	-0.7%	2%	1%	1%
CC1(C(=O)NS(C)(=O)=O)CCN1C(=O)Cc1ccc(Cl)cc1Cl (stereo not given)	1%	2.6	-14%	nt	i	0.5%	nt	-7%	nt
